GRP78 ERSR act – qHTS for Inducers of the Endoplasmic Reticulum Stress Response (ERSR) in Human Glioma: qHTS; U87-MG GRP78 promoter luciferase reporter, 16 h; Potency, µM, for the others: at the top dose activation, actives largely listed as activators; hit rate 0.02% among 420,000; active means well fitted activation curve with a large enough effect; inconclusive means small, poorly fitted or top-dose-only effect; inactive means no such curve, though single readings can be large or run the other way; further: series mostly up to about 76 µM; % of control where 0% means no effect; nearly all actives have a fitted effect of over 35% in size
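Stably transfected U87-MG glioma cells carrying a GRP78-based luciferase sensor; 16 h compound incubation. Luminescence end-point read 10 min after Bright-Glo addition at room temperature.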
Starred values were filed as active, the others as inactive; ? = inconclusive; & = joins results of further samples. Potency means the concentration at half of the fitted maximal effect. The list is partial, so the mix of outcomes need not match the whole.

SMILES	GRP78 ERSR act
CCCSP(=S)(OCC)Oc1ccc(Cl)cc1Cl (stereo not drawn)	-1.5%
S=C(S)N1CCNCC1	-1.8%
O=C1CCC[C@H]2[C@@H]3CCCN4CCC[C@H](CN12)[C@H]34	-4.2%
COc1cc2c(cc1OC)-c1c(OC)c(OC)c(CO)c3c1C(C2)N(C)CC3 (stereo not drawn)	-3.3%
CC(C)[C@@]1(NC(=O)[C@H]2C[C@H]3c4cccc5[nH]cc(c45)C[C@@H]3N(C)C2)O[C@]2(O)[C@H]3CCCN3C(=O)CN2C1=O (tested in a mixture with another compound)	-4.5%
O=C1CN=C(c2ccccc2)c2cc(Cl)ccc2N1CC1CC1	-2.7%
C=CCC1(C(C)CCC)C(=O)NC(=O)NC1=O (stereo not drawn)	-3.1%
CC(C)CN1CCCC2(CCN(C(=O)Oc3ccccc3)CC2)C1	-3.8%
CC1C(=O)OC2CCN3CC=C(COC(=O)[C@](C)(O)[C@]1(C)O)C23 (stereo partly drawn)	-4.8%
CC[C@H](C)[C@H](NC(=O)[C@H](CCCN=C(N)N)NC(=O)[C@H](CCCN=C(N)N)NC(=O)[C@H](CC(C)C)NC(=O)[C@H](Cc1ccccc1)NC(=O)CNC(=O)CNC(=O)[C@@H](N)Cc1ccc(O)cc1)C(=O)N[C@@H](CCCN=C(N)N)C(=O)N1CCC[C@H]1C(=O)N[C@@H](CCCCN)C(=O)N[C@@H](CC(C)C)C(=O)N[C@@H](CCCCN)C(=O)O	-3.3%&1.5%
CN(C)[C@@H]1C(=O)C(C(N)=O)=C(O)[C@]2(O)C(=O)C3=C(O)c4c(O)cccc4[C@@](C)(O)[C@H]3[C@H](O)[C@@H]12	-4.1%
O=[N+]([O-])c1ccccc1	-4.4%
C[C@H]1O[C@H](O[C@H]2[C@H](O)[C@@H](O)[C@@H](O)[C@H](O)[C@@H]2O)[C@@H](N)C[C@@H]1NC(=N)C(=O)O	-3.3%
CSC(=S)NCc1c[nH]c2ccccc12	-8.4%&-1.4%
Oc1cc2c(cc1O)[C@H]1c3ccccc3CN[C@H]1CC2	-7.2%&-11.3%
COC1C(O)C(OC2CC[C@]3(C=O)C4C(OC(C)=O)C[C@@]5(C)C(C6=CC(=O)OC6)CC[C@]5(O)C4CC[C@]3(O)C2)OC(C)C1OC(C)=O (stereo partly drawn)	-3.2%
c1csc(CN2CCC3(CCNCC3)CC2)n1	-4.5%
CCC(=O)O[C@@](Cc1ccccc1)(c1ccccc1)[C@@H](C)CN(C)C	-4.4%
C=C[C@H]1CN2CCC1C[C@@H]2C(O)c1ccnc2ccccc12 (stereo partly drawn)	-4.5%
C#Cc1cccc2c1c(C(=O)c1ccc(Cn3c(C)nc4cnccc43)c(F)c1)cn2C(=O)N(C)C	-2.4%
C=CCN1CC[C@]23c4c5ccc(O)c4OC2C(=O)CC[C@]3(O)C1C5 (stereo partly drawn)	0.7%
NC[C@@H](CC(=O)O)c1ccc(Cl)cc1	-3.7%&-0.3%
C=C(C)[C@@]12OC3(c4ccccc4)O[C@@H]1[C@@H]1[C@@H]4O[C@]4(CO)[C@@H](O)[C@]4(O)C(=O)C(C)=C[C@H]4[C@@]1(O3)[C@H](C)[C@H]2OC(=O)/C=C/C=C/c1ccccc1	?
CC(=O)OC1CC(OC2C(O)CC(OC3C(O)CC(O[C@H]4CC[C@]5(C)C6CC[C@]7(C)[C@@H](C8=CC(=O)OC8)[C@@H](O)C[C@]7(O)[C@@H]6CC[C@@H]5C4)OC3C)OC2C)OC(C)C1OC1OC(CO)C(O)C(O)C1O (stereo partly drawn)	-6.9%
CC(=O)[C@@]1(O)CC[C@@H]2[C@@H]3CCC4=CC(=O)CC[C@]4(C)[C@]3(F)[C@@H](O)C[C@@]21C	-4.2%
Ic1c(C2=CCCCC2)[se]c2ccccc12	-3.7%
Cc1occc1C(=O)Nc1ccccc1	2.2%
CC1(C)C(O)CC(O)[C@]2(C)C1CC(O)[C@]1(C)C2CC[C@@]2(C)C(c3ccoc3)OC(=O)C3O[C@]312 (stereo partly drawn)	-5.6%
C[C@@H](NC(=O)[C@@H](N)Cc1ccc(O)cc1)C(=O)NCC(=O)N(C)[C@@H](Cc1ccccc1)C(=O)NCCO	-4.8%
C[C@H](NC(C)(C)C)C(=O)c1cccc(Cl)c1	-3.1%
COC1=CC2C3Cc4ccc(OC)c(O)c4[C@]2(CCN3C)CC1=O (stereo partly drawn)	-5.2%
CC1CC(Cl)CCC1C(=O)OC(C)(C)C (stereo not drawn)	-2.2%
C/C(=C\[C@@H](N)C(=O)O)CP(=O)(O)O	0.3%
COP(=O)(OC)[C@@H](O)C(Cl)(Cl)Cl	-2.9%
ClC1=C(Cl)C2(Cl)C3C4C=CC(C4)C3C1(Cl)C2(Cl)Cl (stereo not drawn)	?
C/C=C1\C[C@H](C)[C@@](O)(CO)C(=O)OCC2=CCN3CC[C@@H](OC1=O)[C@@H]23	-4.5%
OCC(O)[C@H]1O[C@@H]2O[C@H](C(Cl)(Cl)Cl)O[C@@H]2[C@H]1O (stereo partly drawn)	-0.1%
CN1CC[C@@]2(CCCN(C(=O)c3ccncc3)C2)C1	-3.5%
CN[C@H](C)Cc1ccccc1	-2.4%
COC(=O)/C=C/C(=O)N[C@@H]1CC[C@@]2(O)[C@H]3Cc4ccc(O)c5c4[C@@]2(CCN3CC2CC2)[C@H]1O5	-10.3%

Gathered by group, the compounds so far containing a COOH group (4)
SMILES	GRP78 ERSR act
CC[C@H](C)[C@H](NC(=O)[C@H](CCCN=C(N)N)NC(=O)[C@H](CCCN=C(N)N)NC(=O)[C@H](CC(C)C)NC(=O)[C@H](Cc1ccccc1)NC(=O)CNC(=O)CNC(=O)[C@@H](N)Cc1ccc(O)cc1)C(=O)N[C@@H](CCCN=C(N)N)C(=O)N1CCC[C@H]1C(=O)N[C@@H](CCCCN)C(=O)N[C@@H](CC(C)C)C(=O)N[C@@H](CCCCN)C(=O)O	-3.3%&1.5%
C[C@H]1O[C@H](O[C@H]2[C@H](O)[C@@H](O)[C@@H](O)[C@H](O)[C@@H]2O)[C@@H](N)C[C@@H]1NC(=N)C(=O)O	-3.3%
NC[C@@H](CC(=O)O)c1ccc(Cl)cc1	-3.7%&-0.3%
C/C(=C\[C@@H](N)C(=O)O)CP(=O)(O)O	0.3%

As entered above.
`COC(=O)/C=C/C(=O)N[C@@H]1CC[C@@]2(O)[C@H]3Cc4ccc(O)c5c4[C@@]2(CCN3CC2CC2)[C@H]1O5` in GRP78 ERSR act = -10.3%
`CN1CC[C@@]2(CCCN(C(=O)c3ccncc3)C2)C1` in GRP78 ERSR act = -3.5%

The list goes on.
SMILES	GRP78 ERSR act
CCOC(=O)CCN(SN(C)C(=O)Oc1cccc2c1OC(C)(C)C2)C(C)C	-4.9%
c1ccc(N2CCC3(CCNCC3)CC2)cc1	-4.4%
O=C(O)CCC1NCC2CC1CN1CCCCC21 (stereo not drawn)	-2.2%
CC[C@@]1(O)C(=O)OCc2c1cc1n(c2=O)Cc2cc3c(O)cccc3nc2-1	-2.6%&-0.7%
COC(C/C=C/C=C/CC/C=C\CC(C)/C=C\C(=C/C(=O)O)CC(=O)O)/C(C)=C\C=C(/C)C(=O)O (stereo not drawn)	-1.8%
CC1O[C@@H](OC2CC(O)[C@@]3(CO)C4C(O)C[C@@]5(C)C(C6=CC(=O)OC6)CC[C@]5(O)C4CC[C@]3(O)C2)C(O)C(O)C1O (stereo partly drawn)	-7.4%
COc1cc2c(cc1O)C[C@H]1c3c(cc(OC)c(O)c3-2)CCN1C	0.3%
CCN1C[C@]2(COC(=O)c3ccccc3N3C(=O)CC(C)C3=O)CC[C@H](OC)[C@@]34C5C[C@@H]6[C@@H](OC)C[C@@](O)(C5[C@H]6OC)[C@](O)([C@@H](OC)C23)[C@@H]14 (stereo partly drawn)	-4.2%
COC(=O)[C@H]1C(=O)c2ccccc2O[C@@](C(=O)OC)(c2ccccc2)[C@@H]1c1ccccc1	-4.6%
CC1=CC(=O)C2=C(C)C[C@H](O)[C@H]3[C@H](C)C(=O)O[C@@H]3C12 (stereo partly drawn)	-3.7%
CCOC(=O)/C=C(C)/C=C/CC(C)CCCC(C)C (stereo not drawn)	-1.8%
O=C(c1cnccn1)N1CCC2(CC1)CN(Cc1ccncc1)C2	-3.7%
CCCN1CCCC2Cc3nc(N)ncc3CC21 (stereo not drawn)	-5.3%
CCN1C[C@@]2(C)CC[C@@H](OC)[C@@]34C2C(O)[C@@]2(OCO[C@]25CC(OC)C2C[C@@]3(O)C5C2O)C14 (stereo partly drawn)	-3.2%
CC(Cc1ccc(C(C)(C)C)cc1)CN1CC(C)OC(C)C1 (stereo not drawn)	4.9%
COC(=O)C(O)C(O)(CCC(C)C)C(=O)OC1C(OC)=CC23CCCN2CCc2cc4c(cc2C13)OCO4 (stereo not drawn)	-6.2%
COc1ccc(/C=C/c2cc(O)cc(O)c2)cc1	-3.1%
c1cc2c(cc1C1OC[C@@H]3C(c4ccc5c(c4)OCO5)OCC13)OCO2 (stereo partly drawn)	0.4%
COc1cc(CC(C)N)c(OC)cc1C (stereo not drawn)	4.4%
O=c1cccc2n1CC1CC2CN2CCCCC12 (stereo not drawn)	0.2%
C[N+]1(C)CCc2cc3c(cc2C1C1OC(=O)c2c1ccc1c2OCO1)OCO3 (stereo not drawn)	-4.3%
CC(=O)OCC1=C[C@H]2[C@@H]3C(C)(C)[C@]3(OC(=O)Cc3ccccc3)C[C@@H](C)[C@]2(O)[C@@H]2C=C(C)C(=O)[C@@]2(O)C1	-2.3%
CCN(CC)C(=O)N[C@H]1C=C2c3cccc4[nH]cc(c34)C[C@@H]2N(C)C1	-5.4%
CC[N@+]1(C)CCC[C@@H](OC(=O)C(O)(c2ccccc2)c2ccccc2)C1	-4.4%
CCC12C=CCN3CCC4(c5ccc(OC)cc5N(C)C4[C@@](O)(C(=O)OC)C1OC(C)=O)C32 (stereo partly drawn)	-2.2%
CC(=O)O[C@H]1C[C@H](O[C@H]2[C@@H](O)CC(O[C@H]3[C@@H](O)C[C@H](O[C@H]4CC[C@@]5(C)[C@H](CC[C@@H]6[C@@H]5CC[C@]5(C)[C@@H](C7=CC(=O)OC7)CC[C@]65O)C4)O[C@@H]3C)O[C@@H]2C)O[C@H](C)[C@H]1O[C@@H]1O[C@H](CO)[C@@H](O)[C@H](O)[C@H]1O (stereo partly drawn)	-5.9%
CN(C)[C@@H]1C(=O)C(C(N)=O)=C(O)[C@]2(O)C(=O)C3=C(O)c4c(O)ccc(Cl)c4[C@](C)(O)[C@H]3C[C@@H]12	-4.7%
CC(C)=CCCN1CCC(NC(=O)C(O)(c2ccccc2)C2CCCC2)CC1 (stereo not drawn)	1.1%
Cc1ccc2nc3sc(=O)sc3nc2c1	-4.2%
CC1(C)[C@H](C(=O)O[C@H](C#N)c2cccc(Oc3ccccc3)c2)[C@@H]1C=C(Br)Br	-1.1%
CCCCCCCC/C=C\CCCCCCCC(=O)OC[C@@H](COP(O)(O)=S)OC	-0.5%
O=C1NC(=S)NC(=O)C1C(=O)Nc1ccccc1	3.8%
COc1ccc(OC)c([C@H](O)[C@H](C)N)c1	-3.4%
CC(C)(O)c1[se]c2ccccc2c1I	-2.5%
CCOC(=O)N(C)C(=O)CSP(=S)(OCC)OCC	-2.5%
C[C@@H]1C[C@@H]2[C@H]([C@H]3C=C(COC(=O)c4ccccc4)[C@@H](O)[C@]4(O)[C@@H](O)C(OC(=O)c5ccccc5)=C[C@@]14C3=O)C2(C)C	5.7%
CN1CC[C@@]2(CCCN(C(=O)c3ccco3)C2)C1	-3.4%
COc1cc2c(c(OC)c1OC)-c1ccc(O)c(=O)cc1[C@H](N)CC2	2.3%
CCC1(c2ccccc2)C(=O)NC(=O)N(C(=O)c2ccccc2)C1=O (stereo not drawn)	-0.7%
CC(=O)OO	-3.6%
COc1ccc(NC(=O)N2CC[C@@]3(CCCN(C(=O)Oc4ccccc4)C3)C2)cc1	-2.9%
CC[C@]12C=CCN3CC[C@@]4(c5ccc(OC)cc5N(C)[C@H]4[C@@](O)(C(=O)OC)[C@@H]1OC(C)=O)C32 (stereo partly drawn)	-8.9%
CCC1=CC2CN3CCc4c([nH]c5ccccc45)[C@@](C(=O)OC)(C2)[C@@H]13	-6.1%
C[C@@H]1C(=O)OC2C[C@@]34[C@H]5C[C@@H](C(C)(C)C)[C@@]36C(O)C(=O)O[C@H]6O[C@@]4(C(=O)O5)[C@]21O (stereo partly drawn)	-2.3%
CCC(N)CCc1c[nH]c2ccccc12 (stereo not drawn)	-2.2%
COc1cc2c(cc1OC)[C@H](C)NCC2	-3.6%
COP(=S)(OC)Oc1nc(Cl)c(Cl)cc1Cl	1.4%
N[C@H](CCP(=O)(O)O)C(=O)O	0.7%&-2.4%
CCC(Sc1ccccc1)C(=O)OC1CC2CCC(C1)N2C (stereo not drawn)	-3.3%
c1cnc(N2CCCC3(CCNCC3)C2)nc1	-0.1%
C[C@@H]1O[C@H](O[C@@H]2CC[C@@]3(C=O)[C@H]4CC[C@@]5(C)[C@@H](C6=CC(=O)OC6)CC[C@@]5(O)[C@@H]4CC[C@]3(O)C2)C[C@H](O)[C@@H]1O	-4.7%
Cc1nnc2n1-c1sc(Br)cc1C(c1ccccc1Cl)=NC2	-2.2%
COc1ccc2c(c1O)-c1cc(O)cc3c1[C@@H](C2)N(C)CC3	-4.1%
CCNC(C)Cc1ccc2c(c1)OCO2 (stereo not drawn)	-6.1%
c1ccc([Se]c2c(-c3ccccc3)[se]c3ccccc23)cc1	-6.6%
O=C(Oc1ccccc1)N1CCC[C@@]2(CCN(Cc3nccs3)C2)C1	-3.4%
CN1C2CCCC1CC(=O)C2	1.4%
CC1CC[C@@]2(OC1)OC1C(O)C3C4CC[C@H]5CC(O[C@@H]6O[C@@H](CO)[C@H](OC7OC(CO)C(O)C(OC8OCC(O)C(O)[C@H]8O)[C@@H]7O[C@@H]7OC(CO)[C@H](O)[C@@H](O[C@@H]8OC(CO)C(O)C(O)C8O)C7O)C(O)C6O)C(O)C[C@]5(C)C4CC[C@]3(C)C1C2C (stereo partly drawn)	-12.5%
COC[C@H]1OC(=O)c2coc3c2[C@@]1(C)C1=C(C3=O)[C@H]2CCC(=O)[C@@]2(C)C[C@H]1OC(C)=O	-10.9%
CNC(=O)O/N=C(/C)SC	-5.6%

High-throughput results: PubChem BioAssay, National Center for Advancing Translational Sciences (NCATS)
